SENP8 block-1: SENP8 protease inhibitors, primary screen, biochemical, luminescence; inhibition, % at 10 µM; AID 2540, 2010; Sentrin-specific protease 8 (Homo sapiens), Q96LD8; purified SENP8, Z-RLRGG-aminoluciferin cleavage; hit rate 1.2% among 330,000; in the data active = inhibition above about 50%
SENP1 inh: human SENP1 catalytic domain inhibitors, primary screen, biochemical, FRET, uHTS | recombinant SENP1 catalytic domain, CyPet-SUMO1-YPet FRET cleavage | inhibition, % at 10 µM | hit rate 0.21% among 360,000 | AID 624204, 2012;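 active = inhibition at least 30% at 10 µM, raw YFP signal under a set limit, fluorescence ratio 0.5 to 1.5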;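 also: 0% = enzyme with DMSO and 100% = no enzyme wells; some results filed as inactive read as strong as hits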
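Test system: hSENP1 catalytic domain, recombinant; Amount: 20 pM final SENP1 enzyme; Medium: Tris pH 8 buffer plus EDTA, NaCl, BME, BSA, NP40, catalase; Schedule: 50 min enzyme reaction, room temperature, light-protected; Technique: FRET fluorescence in CFP and YFP emission channels; Controls: no-enzyme wells low, DMSO-plus-enzyme wells high control.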
SENP6 block: SENP6 protease inhibitors, primary screen, biochemical, luminescence, uHTS; Sentrin-specific protease 6 (Homo sapiens), Q9GZR1; Recombinant SENP6 catalytic domain, aminoluciferin luminescence; inhibition, % at 10 µM; hit rate 1.8% among 330,000; AID 2599, 2010;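 active = inhibition above about 50% at the single tested dose, limit read from the data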;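 also: plate controls were DMSO wells with enzyme for no effect and DMSO wells lacking enzyme for full effect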
Target sequence (Q9GZR1 628-1112 limits assumed): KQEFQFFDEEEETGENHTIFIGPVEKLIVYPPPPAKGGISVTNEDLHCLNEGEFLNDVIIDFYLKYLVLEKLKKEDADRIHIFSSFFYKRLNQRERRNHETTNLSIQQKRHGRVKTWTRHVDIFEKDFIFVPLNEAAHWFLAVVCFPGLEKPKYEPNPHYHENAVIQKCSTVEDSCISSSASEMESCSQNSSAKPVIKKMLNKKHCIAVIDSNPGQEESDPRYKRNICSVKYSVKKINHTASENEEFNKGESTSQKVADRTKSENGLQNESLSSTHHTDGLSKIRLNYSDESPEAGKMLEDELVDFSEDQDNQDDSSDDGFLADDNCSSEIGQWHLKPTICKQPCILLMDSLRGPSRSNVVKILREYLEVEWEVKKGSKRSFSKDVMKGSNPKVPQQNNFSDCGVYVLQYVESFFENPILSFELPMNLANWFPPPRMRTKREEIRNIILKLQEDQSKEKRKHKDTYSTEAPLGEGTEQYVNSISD
SENP8 block-2: human SENP8 protease inhibitors, primary screen, biochemical, fluorescence, Nedd8 protein substrate, uHTS. Sentrin-specific protease 8 (Homo sapiens), Q96LD8. hit rate 0.64% among 360,000. AID 602440, 2012. recombinant SENP8. inhibition, % at 20 µM; in the data active = inhibition mostly above about 40%, no sharp cut-off; inactive = mostly below about 27%
PfGluPho inh: PfG6PD enzyme inhibitors, primary screen, biochemical, fluorescence intensity, uHTS | glucose-6-phosphate dehydrogenase-6-phosphogluconolactonase (Plasmodium falciparum 3D7) | hit rate 0.78% among 350,000 | PfGluPho enzyme, NADPH resazurin-diaphorase fluorescence | inhibition, % at 20 µM;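 active = inhibition reaching at least a set limit at 20 µM in the primary screen, cut at about 59% in these data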;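 also: 0% = DMSO wells with substrate and 100% = DMSO wells lacking glucose-6-phosphate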
Apaf-1 inh: inhibitors of human Apaf-1 apoptosome, primary screen, biochemical, DEVD-Rh110 fluorescence, uHTS. Apoptotic protease-activating factor 1 (Homo sapiens), O14727. reconstituted apoptosome caspase-3 activity. inhibition, % at 20 µM. hit rate 0.71% among 330,000. AID 489030, 2010; active = inhibition of at least 40% at 20 µM;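 also: plate controls were DMSO wells for no effect and DEVD-CHO caspase inhibitor wells for full effect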
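Material: cell-free apoptosome with Apaf-1, procaspase-3 and caspase-9; Buffer or medium: Hepes pH 7.5 with detergent and BSA; Reagent: cytochrome c trigger plus (Z-DEVD)2-Rh110 caspase-3 substrate; Times: compound with Apaf-1, dATP, procaspase-3 30 min, then 50 min reaction, room temperature; Technique: Rh110 fluorescence intensity.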
NALP3 yeast inh: NALP3 inflammasome inhibitors in reconstituted yeast, primary screen, luminescence, uHTS | Yeast reconstituted NLRP3/ASC/caspase-1, beta-gal luminescence, 24 h | inhibition, % at 10 µM | hit rate 0.39% among 330,000;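 active = inhibition of 50% or more; inactive = inhibition below 50%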;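 also: plate controls were induced DMSO wells for no effect and uninduced yeast grown without galactose for full effect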
HKDC1 inhibitor: HKDC1 hexokinase inhibitors, primary screen, biochemical, fluorescence, uHTS | recombinant HKDC1, G6PDH/diaphorase resazurin coupled fluorescence | AID 493160, 2011 | inhibition, % at 20 µM | hit rate 0.16% among 340,000;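 active = inhibition above about 35% when tested at 20 µM, limit read from the data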;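 also: plate controls were DMSO wells with enzyme for no effect and DMSO wells lacking enzyme for full effect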
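test system = in-house recombinant HK5 (HKDC1) enzyme | amount = HKDC1 at 5 µg/mL | control set = DMSO-enzyme wells negative, buffer-substituted wells positive | compound = one dose of 20 µM, 1% DMSO | schedule = reaction time 90 min, room temperature, protected from light | technique = resorufin fluorescence at 613 nm | reagent = glucose with 1 mM ATP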
SENP7 block: SENP7 protease inhibitors, primary screen, biochemical, luminescence, uHTS | inhibition, % at 5 µM | Sentrin-specific protease 7 (Homo sapiens), Q9BQF6 | hit rate 1.5% among 330,000 | AID 434973, 2010 | recombinant SENP7, Z-RLRGG-aminoluciferin luminescence, 40 min;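 active = inhibition above about 50% at the single test dose, limit read from the data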;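 also: plate controls were DMSO with enzyme for no effect and no enzyme buffer wells for full effect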
Target sequence (Q9BQF6 706-1050 limits assumed): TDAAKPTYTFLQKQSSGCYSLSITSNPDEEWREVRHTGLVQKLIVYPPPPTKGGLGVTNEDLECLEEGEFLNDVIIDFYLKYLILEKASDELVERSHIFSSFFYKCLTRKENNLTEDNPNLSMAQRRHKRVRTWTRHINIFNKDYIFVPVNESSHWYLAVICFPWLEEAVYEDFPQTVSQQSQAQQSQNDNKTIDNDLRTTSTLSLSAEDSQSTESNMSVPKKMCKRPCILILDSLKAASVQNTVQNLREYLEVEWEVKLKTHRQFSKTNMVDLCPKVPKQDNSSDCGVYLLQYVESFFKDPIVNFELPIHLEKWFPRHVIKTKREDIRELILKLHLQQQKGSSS
An asterisk follows results filed as active; i = inactive; · = no result given.

SMILES	SENP8 block-1	SENP1 inh	SENP6 block	SENP8 block-2	PfGluPho inh	Apaf-1 inh	NALP3 yeast inh	HKDC1 inhibitor	SENP7 block
O=C(NCCCn1ccnc1)/C(=C\c1ccccc1Cl)NC(=O)c1ccccc1	1	-1	-21	10	-11	-4	10	-8	5
CCn1c(=S)sc2nc(C)sc21	-5	2	-8	14	54	2	-2	-11	-10
O=c1[nH]c(=S)[nH]c2scc(-c3ccc(Br)cc3)c12	-6	0	7	-13	-11	10	28	7	-11
C[C@H](CO)N1C[C@H](C)[C@@H](CN(C)S(=O)(=O)c2cccs2)Oc2c(NC(=O)C3CC3)cccc2C1=O	4	-1	-17	-1	3	5	5	1	-3
CCOc1ccc(NC(=O)COC(=O)c2ccc3c(c2)C(=O)N(CCc2ccccc2)C3=O)cc1	1	5	-1	5	16	0	17	2	4
CCOc1c2ccoc2nc2c(OC)c(OC)ccc12	-9	0	-16	10	0	8	50*	-2	-3
O=S(=O)(c1ccc(Cl)cc1)n1ccc2cccnc21	-1	2	-3	19	3	6	61*	2	1
Cc1ccc(-n2ccn(CC(=O)NCCc3ccccc3)c(=O)c2=O)cc1C	-7	2	-11	12	-9	0	7	-1	11
CC(=O)NCCc1nc2ccccc2n1CCCCOc1ccccc1	13	1	7	8	15	6	-9	-7	2
CC(=O)Nc1ccc(NC(=O)C(C)OC(=O)c2cc(S(=O)(=O)N(C)C)ccc2N2CCCC2)cc1 (stereo unspecified)	-6	1	-4	2	-7	2	-2	-8	-7
O=C(Nc1ccc(Cl)cn1)c1ccc2ccccc2n1	-8	1	-15	16	-7	-9	-8	-8	35
O=C(NCC(c1ccco1)N1CCCCC1)c1cccnc1 (stereo unspecified)	-8	2	-7	14	0	3	16	-4	-6
CC(=O)N1CCN(S(=O)(=O)c2cccc(C(=O)Nc3ccccc3N3CCOCC3)c2)CC1	0	0	-8	-1	-11	0	5	5	3
Cc1cc(Cl)c(S(=O)(=O)N2CCSCC2)cc1OCC(=O)NC1CCCCC1	0	1	3	12	6	21	6	-8	10
Cc1cc(-c2ccccc2)[nH]c(=O)c1S(=O)(=O)c1ccccc1	1	-1	-8	-324	-6	3	-7	-2	4
O=c1c(=Nc2ccccc2O)c(=O)c2ccccc12	-17	-1	1	33	14	34	37	-10	17
Cc1ccc2c(c1)N(C)/C(=C/c1cccc[n+]1CCO)S2	3	-49	-57	16	8	1	16	-3	1
COc1ccc(OC(C)c2ccc(C#N)c(=O)[nH]2)cc1 (stereo unspecified)	6	-4	-5	-68	-8	0	11	0	3
CCOC(=O)C1/C(=N\O)CC(C)(O)C(C(=O)OCC)C1c1ccc(OC)c(OC)c1 (stereo unspecified)	1	4	-17	8	2	-14	-8	-5	7
O=C(NCC(O)c1ccc([N+](=O)[O-])cc1)Nc1ccccc1 (stereo unspecified)	-5	0	8	17	-7	1	-12	-7	-5
CC(C)OC(=O)c1cccnc1SCC(=O)N(C)c1ccccc1	-6	1	-9	3	-3	24	12	-7	0
CCCCN(C)C(=O)c1nc2ccccn2c1CN1CCN(c2ncccn2)CC1	-9	0	8	12	-4	-15	-9	-4	-1
CCc1ccc(-c2cc(C)no2)cc1S(=O)(=O)Nc1ccc(Cl)cn1	-1	1	13	-41	-9	5	0	0	8
Cc1nn(-c2nnc(C)c(=O)[nH]2)c(C)c1SCC(=O)Nc1ccc(F)cc1	-12	0	-5	6	-19	-6	-5	0	-10
CC1CCc2sc(C(=O)NCC(c3ccco3)N3CCCCC3)cc2C1 (stereo unspecified)	5	-2	8	-5	-16	13	25	2	0
The list continues.
SMILES	SENP8 block-1	SENP1 inh	SENP6 block	SENP8 block-2	PfGluPho inh	Apaf-1 inh	NALP3 yeast inh	HKDC1 inhibitor	SENP7 block
Nc1ccccc1-c1nnn(CC(=O)Nc2ccc3c(c2)OCCO3)n1	7	0	0	1	-3	24	14	0	0
CCSc1nnc(NC(=O)C2C3C=CC(C3)C2C(=O)O)s1 (stereo unspecified)	-4	4	-4	15	-4	-6	10	7	10
COc1ccc(CNC(=O)CCSc2nc(-c3ccc4c(c3)OCO4)cc(C(F)(F)F)n2)cc1	-13	1	-13	i	-4	11	5	1	-11
O=C(CSc1nnc(-c2ccc(Cl)cc2)n1-c1ccccc1)N/N=C/c1ccccc1C(=O)O	-4	4	-7	6	-43	13	-10	-2	-11
COc1ccc(C(=O)OCC(=O)Nc2cc(C)on2)c(OC)c1OC	7	-1	2	12	-1	-20	-1	-1	7
CSc1nnc(-c2ccccc2N=Cc2c(C)[nH]n(-c3ccccc3)c2=O)c(=O)[nH]1	0	3	-18	30	-23	0	-1	-2	7
COc1ccc(NC(=S)NCCCCCC(=O)C[N+](=O)[O-])cc1	4	1	5	11	31	3	-8	-11	9
O=C(CSc1nnc(NC(=O)C2CCC2)s1)Nc1ccc(N2CCOCC2)cc1	0	1	-4	11	-5	6	7	2	3
Cc1ccc(-c2c(C(=O)N/N=C/c3ccoc3)nnn2-c2nonc2N)cc1	6	1	-4	11	28	6	1	-2	3
COc1ccc(-c2cc(=O)oc3cc(OCC(=O)N[C@@H](Cc4c[nH]c5ccccc45)C(=O)O)ccc23)cc1	-3	-5	-5	20	-8	9	2	9	6
O=C1CSC(=Nc2cccc([N+](=O)[O-])c2)N1	0	3	-15	4	17	-2	14	-2	-3
O=C1CC(c2cccc([N+](=O)[O-])c2)c2cc3c(cc2N1)CCC3 (stereo unspecified)	2	2	11	16	7	-2	-7	14	0
Cc1nc[nH]c(=O)c1Br	-15	3	-15	18	-10	-11	2	-5	0
CC(Oc1ccc(Cl)cc1Cl)C(=O)Nc1cccc(O)c1 (stereo unspecified)	-4	2	-5	17	3	-2	19	-5	1
CN1c2ccccc2C(=O)/C(=C\Nc2ccc(F)cc2F)S1(=O)=O	-9	-3	-15	-73	9	-2	8	0	-8
COC(=O)C1CSC(c2ccc(Cl)cc2)N1C(=O)c1ccccc1 (stereo unspecified)	3	0	-11	-4	-4	5	23	-9	1
OC(COc1ccccc1)CN1CCOCC1 (stereo unspecified)	-3	1	0	12	-14	-6	7	11	1
CCN1CCCC1CNC(=O)C(=O)Nc1ccc(OC)cc1 (stereo unspecified)	-6	0	-16	15	-15	-11	19	-11	0
COc1cccc(C(O)CC(N)=O)c1 (stereo unspecified)	-6	2	-19	28	-9	7	9	-7	8
COc1ccc(N(CC(=O)NCc2cccnc2)S(=O)(=O)c2ccccc2[N+](=O)[O-])c(OC)c1	-10	4	-30	7	-11	2	4	-8	-4
Cn1c(=O)[nH]c(=O)c2c1nc(N1CCCCCC1)n2CCCSc1nnnn1-c1ccccc1	-14	·	-12	·	·	5	-2	·	-2

Given in CSV form: entries from further up
molecule,SENP8 block-1,SENP1 inh,SENP6 block,SENP8 block-2,PfGluPho inh,Apaf-1 inh,NALP3 yeast inh,HKDC1 inhibitor,SENP7 block
COc1ccc(C(=O)OCC(=O)Nc2cc(C)on2)c(OC)c1OC,7,-1,2,12,-1,-20,-1,-1,7
CSc1nnc(-c2ccccc2N=Cc2c(C)[nH]n(-c3ccccc3)c2=O)c(=O)[nH]1,0,3,-18,30,-23,0,-1,-2,7
COc1ccc(NC(=S)NCCCCCC(=O)C[N+](=O)[O-])cc1,4,1,5,11,31,3,-8,-11,9
O=C(CSc1nnc(NC(=O)C2CCC2)s1)Nc1ccc(N2CCOCC2)cc1,0,1,-4,11,-5,6,7,2,3
Cc1ccc(-c2c(C(=O)N/N=C/c3ccoc3)nnn2-c2nonc2N)cc1,6,1,-4,11,28,6,1,-2,3
COc1ccc(-c2cc(=O)oc3cc(OCC(=O)N[C@@H](Cc4c[nH]c5ccccc45)C(=O)O)ccc23)cc1,-3,-5,-5,20,-8,9,2,9,6
O=C1CSC(=Nc2cccc([N+](=O)[O-])c2)N1,0,3,-15,4,17,-2,14,-2,-3
O=C1CC(c2cccc([N+](=O)[O-])c2)c2cc3c(cc2N1)CCC3 (stereo unspecified),2,2,11,16,7,-2,-7,14,0
Cc1nc[nH]c(=O)c1Br,-15,3,-15,18,-10,-11,2,-5,0
CC(Oc1ccc(Cl)cc1Cl)C(=O)Nc1cccc(O)c1 (stereo unspecified),-4,2,-5,17,3,-2,19,-5,1
CN1c2ccccc2C(=O)/C(=C\Nc2ccc(F)cc2F)S1(=O)=O,-9,-3,-15,-73,9,-2,8,0,-8
COC(=O)C1CSC(c2ccc(Cl)cc2)N1C(=O)c1ccccc1 (stereo unspecified),3,0,-11,-4,-4,5,23,-9,1
OC(COc1ccccc1)CN1CCOCC1 (stereo unspecified),-3,1,0,12,-14,-6,7,11,1
CCN1CCCC1CNC(=O)C(=O)Nc1ccc(OC)cc1 (stereo unspecified),-6,0,-16,15,-15,-11,19,-11,0
COc1cccc(C(O)CC(N)=O)c1 (stereo unspecified),-6,2,-19,28,-9,7,9,-7,8
COc1ccc(N(CC(=O)NCc2cccnc2)S(=O)(=O)c2ccccc2[N+](=O)[O-])c(OC)c1,-10,4,-30,7,-11,2,4,-8,-4
Cn1c(=O)[nH]c(=O)c2c1nc(N1CCCCCC1)n2CCCSc1nnnn1-c1ccccc1,-14,·,-12,·,·,5,-2,·,-2

Outcome played no part in choosing rows, and some 4.1% of all compounds hit somewhere here.
